High-throughput results: PubChem BioAssay, several laboratories
XIAP antagonists: XIAP antagonists, biochemical, IAP family, fluorescence polarization (AID 1018); XIAP BIR domain, fluorescence polarization peptide displacement; higher % means a stronger effect; one-dose displacement, % at 20 µM; IC50 in µM for titrated hits; 200,000 tested, 0.007% active; in the data active = displacement above about 50%; note: a part of the inactive calls stands beside numbers as strong as those of hits
Lipid droplet: modulators of hepatic lipid droplet formation. inhibition, % at 6.5 µM. 240,000 tested, 0.4% active. AML12 mouse hepatocytes, oleate lipid droplets, BODIPY imaging;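 active = lipid droplet intensity inhibited by at least 50%, with more than 500 cells counted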
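Technique: fluorescence imaging, 20x objective, two fields per well / Assay system: AML12 hepatocytes (mouse) / Measure: % inhibition of lipid droplet signal / Doses: 6.5 µM single-point dosing / Incubation: overnight exposure / Reagent: 100 µM oleic acid challenge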
Dynein transport: dynein cargo transport inhibition; 3617.4 mouse cells, GR-EGFP nuclear translocation imaging; test concentration mostly 20 µM; stimulated with dexamethasone, 1 µM; hits give low values; z-score, hits read low; AID 1381; 220,000 tested, 0.47% active;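 active = plate z-score of nuclear minus cytoplasmic receptor signal below a set negative limit, without overly bright fluorescence or cell loss, cut at about -3.5 in these data, passing the limit was not always enough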;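 note: z-score of nuclear minus cytoplasmic ring GR-EGFP intensity difference per well; some compounds called inactive have numbers as strong as hits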
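Buffer or medium: Induction medium lacking tetracycline, stripped serum | Also added: Dexamethasone agonist, 1.0 µM final, for 30 min | Timing: 48 h induction, 1 h compound, 30 min dex at 37 °C | Detection: Formaldehyde fixation, Hoechst nuclear stain, 10x automated fluorescence imaging | Measure: Nuclear versus cytoplasmic GR-EGFP signal, averaged per well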
Insulin prom up: MIN6 insulin promoter up-regulation | AID 1625 | MIN6 insulin promoter-GFP reporter, high-content imaging; hits give high values | 190,000 tested, 0.3% active | z-score at 5 µM;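 active = z-score above 3 at 5 µM with at least 500 cells counted in the well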
Autophagy mod: alters autophagy in cells | 190,000 tested, 0.98% active | AID 463193 | calls only at 10 µM (by protocol) | MEF GFP-LC3 puncta imaging; test concentration mostly 10 µM;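 active = percentage of spot-positive cells more than 3 SD above its plate mean, without a fluorescence outlier flag or 80% toxicity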;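 note: spot-positive cell cutoff set from DMSO-treated cells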
b-catenin transl: alters nuclear translocation of beta-catenin in HeLa cells | immunofluorescence imaging | nuclear translocation activity, % at 5 µM | 190,000 tested, 0.3% active | AID 1665;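 active = nuclear translocation activity above 50% at 5 µM, with a well cell count of 50 or more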;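 note: per-cell ratio of nuclear to cytoplasmic median beta-catenin stain intensity; plate controls were DMSO negative control for no effect and GSK-3 inhibitor IX positive control for full effect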
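Test system: human HeLa cells, endogenous beta-catenin. Times: 24 h compound exposure, 37°C. Measured by: beta-catenin immunofluorescence imaging with DAPI.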
WT yeast gro inh: growth inhibition of WT yeast, mitochondrial fusion screen | 190,000 tested, 2.1% active | AID 1362 | inhibition, % at 10 µM | mitochondrial fusion phenotypic screen, WT strain; in the data active = inhibition above about 58%; tested in S. cerevisiae
ER stress rescue: rescue of cells from ER stress-induced death, primary screen, 384-well, CSM14.1, thapsigargin, ATP luminescence (AID 1222); CSM14.1 thapsigargin-induced death rescue, ATP luminescence; higher % means a stronger effect; cellular ATP content (survival), % at 20 µM, or EC50 in µM where a hit was titrated; 190,000 tested, under 10 active;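 active = EC50 below 50 µM in the dose-response confirmation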;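 note: death triggered by thapsigargin at about 15 µM added after 2 h compound pretreatment; cell ATP read after overnight thapsigargin exposure of roughly 18 to 22 hours; normalized against plate controls of thapsigargin alone and 5% DMSO vehicle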
MT stabilize HCS: stabilizes microtubules in HeLa cells. HeLa tubulin immunostaining HCS, 24 h; share of cells brighter than vehicle mean+2SD. % tubulin-high responders, % at 10 µM. 200,000 tested, 0.83% active. AID 2205;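 active = plate Z-score above 3 for both tubulin-high and condensed-nucleus cell shares, with cell loss under 80%, at 10 µM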;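 note: anti alpha tubulin signal scored within the nucleus-defined area of each cell; some results filed as inactive read as strong as hits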
WT yeast gro inh mutant strain: further read-out of WT yeast gro inh, marked with its call; inhibition, %; mitochondrial fusion phenotypic screen, mutant strain inhibition
Dynein transport cytoplasmic EGFP: also measured in Dynein transport; calls as there; z-score; measured here: cytoplasmic GR-EGFP intensity; hits give high values
Dynein transport nuclear GR-EGFP: also measured in Dynein transport; calls as there; z-score; measured here: nuclear GR-EGFP intensity;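 lower value marks the stronger effect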
Dynein transport cell count: second read-out of Dynein transport, no call of its own (marks repeat the call); z-score; measured here: cell count per field
Insulin prom up cell count: second read-out of Insulin prom up, no call of its own (marks repeat the call); cell count; measured here: cytotoxicity, nuclei count;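 total cells summed across four imaged fields per well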
Lipid droplet cells 6.5 µM: recorded beside Lipid droplet, whose call it bears; cell count; measured here: cell count, cytotoxicity flag;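 cells counted across two imaged fields per well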
b-catenin transl cell count 5 µM: further read-out of b-catenin transl, marked with its call; cell count; measured here: cell count, cytotoxicity flag
MT stabilize HCS Hoechst-high %: second read-out of MT stabilize HCS, no call of its own (marks repeat the call); % Hoechst-high responders; measured here: nuclear condensation Hoechst responders;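 share of cells brighter than vehicle mean plus two SD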
MT stabilize HCS cytotoxicity %: further read-out of MT stabilize HCS, marked with its call; toxicity, %; measured here: cytotoxicity by cell density;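 0% = mean cell density of plate MIN control wells and 100% = no cells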
Autophagy mod cell loss 18 h: also measured in Autophagy mod; calls as there; toxicity, %; measured here: cell loss, nuclei count;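 cell loss after 18 h compound exposure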
The depositor's hits bear a star; i = inactive; nt = not tested or not shown.

SMILES	XIAP antagonists	Lipid droplet	Lipid droplet cells 6.5 µM	Dynein transport	Dynein transport cytoplasmic EGFP	Dynein transport nuclear GR-EGFP	Dynein transport cell count	Insulin prom up	Insulin prom up cell count	Autophagy mod	Autophagy mod cell loss 18 h	b-catenin transl	b-catenin transl cell count 5 µM	WT yeast gro inh	WT yeast gro inh mutant strain	ER stress rescue	MT stabilize HCS	MT stabilize HCS Hoechst-high %	MT stabilize HCS cytotoxicity %
CC(CCc1ccccc1)NC(=O)C1CCN(S(=O)(=O)c2cnc[nH]2)CC1 (stereo not drawn)	-3.8%	-9	646	0.25	-0.23	-0.15	-0.54	-0.01	1081	i	0	0.4	1034	3	25	nt	3.9	3.2	6.5
Cc1ccc(N(CC(=O)N2CC(=O)Nc3ccccc32)S(=O)(=O)c2ccc3c(c2)OCCO3)cc1	-9.1%	-47	742	0.23	-0.28	0.4	2.1	-0.12	1250	i	-7	-2.2	1240	10	-17	-1.2%	0.8	0.3	12
O=C(N1CCCCCC1)N1CCN(S(=O)(=O)N2CCCCC2)CC1	1.0%	-6	681	-0.014	-0.26	0.31	0.3	-0.32	1208	i	1	-0.2	1042	-3	-6	nt	3.2	2.3	6.8
Cn1c(C(=O)NCCCN2CCCCC2)cc2sccc21	-5.4%	nt	nt	-1.1	-0.19	-0.41	0.46	-1.1	1359	i	-2	0.7	1268	-6	-17	-0.9%	5.1	3.5	6.1
O=C(OCC(=O)N1CCOCC1)c1ccc2c(c1)OCCO2	-3.4%	nt	nt	0.017	-0.099	0.31	-0.93	-0.43	1575	i	8	-0.9	994	-20	-12	2.6%	4.1	2.4	5.4
CSc1nc2c(c(=O)[nH]1)C(c1cccc(Br)c1)CC(=O)N2 (stereo not drawn)	-5.5%	-4	720	-0.47	-0.12	-0.18	-0.4	-0.25	1232	i	12	-3.8	1129	-7	-13	-1.3%	1.5	1.5	2.3
Cc1ccc(F)cc1NC(=S)NCCc1ccccc1	-13%	0	666	-0.11	-0.28	-0.18	0.2	-1.1	1206	i	-1	0.0	923	26	5	0.7%	2.6	2.9	4.7
Cc1ccc(N2CC(C(=O)NC3CCSC3=O)CC2=O)cc1 (stereo not drawn)	-3.5%	nt	nt	-0.11	-0.23	0.1	-0.15	nt	nt	i	2	0.6	833	7	-1	-1.4%	2.1	0.7	2.8
CN(C)/C=C1\C(=O)N(c2ccc([N+](=O)[O-])cc2)N=C1c1ccccc1	-5.1%	0	742	0.58	-0.2	0.073	-0.41	0.35	1966	i	6	-0.9	1058	1	3	-2.8%	3.5	2.0	11
O=C1c2ccccc2C(Nc2ccc3c(c2)OCCO3)N1Cc1ccco1 (stereo not drawn)	-5.9%	16	640	1.2	0.15	1.2	-1.5	nt	nt	nt	nt	0.4	1091	7	-5	nt	2.8	2.5	7.2
CCOC(=O)c1c(C)[nH]c(C(=O)COC(=O)c2cn(CC)c3nc(C)ccc3c2=O)c1C	-1.6%	nt	nt	nt	nt	nt	nt	0.09	1438	nt	nt	-7.3	842	nt	nt	-1.8%	nt	nt	nt
Cc1ccc(NS(=O)(=O)c2cc(C(=O)N3CCN(C)CC3)ccc2C)cc1C	-7.7%	-4	701	-0.44	-0.18	0.37	-0.13	-0.75	1532	i	-1	-3.5	1059	-4	2	0.6%	1.9	3.0	8.4
CCn1ncc(C(=O)Nc2ccc(S(=O)(=O)N3CCCC3)cc2)c1C	-6.8%	nt	nt	0.51	-0.33	-0.12	0.43	2	1119	i	5	-6.5	819	-13	-11	-1.9%	2.7	3.7	7.5
CCC(C)NC(=O)c1ccc(N2CCC3(CC2)OCCO3)c([N+](=O)[O-])c1 (stereo not drawn)	-7.2%	-7	681	0.73	-0.13	0.72	-0.86	nt	nt	i	-3	-1.4	1109	5	-8	-0.5%	4.7	1.7	7.3
O=C(NCc1ccccc1)c1ccc2c(c1)OCCO2	-5.8%	nt	nt	0.14	-0.22	0.71	-0.071	0.46	1283	i	5	0.1	1220	6	3	-1.8%	2.9	2.7	6.6
N#Cc1cn(CC(=O)O)c2ccccc12	-3.7%	nt	nt	-0.12	-0.11	0.13	-0.21	1.7	1245	i	7	-2.7	804	0	-5	0.9%	2.4	1.9	9.3
C=CCN1C(=O)C(CC(=O)Nc2ccccc2)N(Cc2ccccn2)C1=S (stereo not drawn)	-12%	15	770	0.26	-0.31	0.29	-0.38	-1.2	1359	i	3	nt	nt	-3	24	-0.8%	2.5	1.5	6.5
CC(C)Nc1nc(NC(C)(C)C)nc(Oc2ccc(=O)n(C)n2)n1	-2.6%	-2	721	-0.45	-0.2	-0.39	0.069	0.15	1014	i	-1	2.0	1519	11	1	0.8%	2.1	2.5	4.4
CCOC(=O)c1ccc2[nH]c3c(c2c1)CN(C)CC3	-4.1%	12	588	1.2	0.012	1.2	-1	-0.83	1875	nt	nt	-1.1	1138	8	4	-1.7%	5.9	1.2	3.2
COc1ccc(-c2cc(C(=O)NC(C(=O)O)C(C)C)c(C)o2)cc1OC (stereo not drawn)	-8.0%	nt	nt	-0.25	-0.19	0.19	-0.76	0.2	1210	i	-3	-6.4	996	9	2	5.2%	4.5	2.1	6.7
Cc1ccc(N(CC(=O)NCCSc2nc3ccccc3s2)S(=O)(=O)c2ccccc2)c(C)c1	-3.9%	-16	513	0.24	-0.26	0.22	0.098	-0.33	1427	i	3	-1.0	1082	3	4	-1.1%	3.5	3.5	5.1
Cc1cc(C)cc(NC(=O)c2ccc(CSc3nnc(C)s3)cc2)c1	-4.2%	nt	nt	-1.2	-0.23	-0.99	0.75	0.21	1509	i	16	-1.1	1389	8	-3	-1.5%	1.6	1.7	8.3
C=CCn1c(SCC2CCCCO2)nc2sc(CC)cc2c1=O (stereo not drawn)	nt	10	671	0.7	-0.66	0.051	-0.81	-0.43	866	nt	nt	-0.6	1324	nt	nt	nt	nt	nt	nt
CC1(C(=O)CSc2nc3ccccc3s2)CCC(=O)O1 (stereo not drawn)	-4.3%	nt	nt	0.46	-0.23	0.65	1.2	-0.17	1579	i	-30	-2.2	1354	6	2	0.1%	3.6	1.9	4.0
COc1ccc(CCNC(=O)C2CCN(Cc3nc(-c4ccccc4F)oc3C)CC2)cc1OC	2.1%	nt	nt	0.42	-0.2	0.28	-0.45	-2.6	751	i	-15	2.8	1310	-23	-11	-1.9%	2.8	1.2	3.2
Cc1nc2scc(-c3ccc(C(C)C)cc3)c2c(=O)n1N	-5.1%	6	707	1.4	-0.25	1.3	-2.1	0.43	1274	i	-8	-1.7	1090	-9	-11	-0.5%	1.1	3.0	6.1
Cn1c(=O)c(=O)n(C)c2cc(S(=O)(=O)NCCOc3ccccc3Cl)ccc21	-5.1%	5	717	0.3	-0.38	0.017	0.69	-0.46	1282	i	4	0.8	1121	-21	2	1.8%	4.0	1.2	5.4
COc1ccc(-n2cnc3ccccc32)cc1	0.0%	-4	744	-0.71	-0.14	-0.34	0.29	0.75	796	i	1	-3.1	1165	13	32	-0.4%	1.1	2.1	11
CCCn1c(C)cc(/C=C(\C#N)C(=O)O)c1C	-0.3%	0	638	-0.24	-0.12	-0.26	0.48	0.59	1474	i	4	-1.2	1125	-10	15	-2.8%	3.8	2.5	6.1
O=C(C1CCN(c2nnc(-n3cccc3)s2)CC1)N1CCOCC1	-2.4%	38	692	1.4	-0.2	0.86	-0.11	-0.46	1927	i	-5	-0.3	1120	13	11	-4.0%	4.3	3.2	13
COc1cc(/C=C/C(=O)OCC(=O)N2CCC(Cc3ccccc3)CC2)ccc1O	-2.0%	-36	613	-0.32	-0.19	-0.57	0.093	0.3	1367	i	-1	1.8	907	54	14	0.4%	3.6	1.4	4.6
COc1cc(NC(=O)c2ccccc2)c(OC)cc1Cl	-0.5%	-4	745	0.88	-0.23	0.31	0.071	-0.16	1140	i	27	-3.1	1344	-11	1	-0.1%	1.7	1.6	4.3
Cc1ccc(-c2nc(NC(=O)CSc3ncn[nH]3)ns2)cc1	nt	-5	722	-0.38	-0.26	0.23	-0.31	0.4	987	nt	nt	-0.1	1216	nt	nt	nt	nt	nt	nt
N#Cc1c(C(F)(F)F)cc(-c2cccs2)nc1SCc1ccc(Cl)nc1	-3.4%	nt	nt	-0.054	-0.18	-0.2	-0.8	-0.38	1389	i	-27	-3.6	999	-12	9	-0.2%	4.0	3.2	2.2
Cc1ccc(C(=O)CN(C(=O)c2ccc(Cl)c(Cl)c2)N2C(=O)C3C4C=CC(C4)C3C2=O)cc1 (stereo not drawn)	-8.3%	-9	617	-0.47	-0.37	-0.34	0.86	1.1	1664	i	-3	0.7	1081	40	38	-1.8%	3.2	1.6	5.5

Rows are unselected. Share with any hit: about 4%.
